Screening results (PubChem)
LGR2 antag = Drosophila LGR2 receptor signaling inhibition. HEK293 LGR2, CRE-luciferase, bursicon-stimulated, 4 h. inhibition, % at 9.99 µM. 0.35% of 380,000 active;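 active = drop in luminescence signal, shown as inhibition above about 50% in the replicate tests, limit read from the data, passing the limit was not always enough; inconclusive = probably only some replicates passing the limit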;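 also: agonist challenge used bursicon conditioned medium at about half maximal strength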
EWS-Fli inh = blocks EWS/Fli oncoprotein-driven transcription | A673 NR0B1-luciferase reporter, viability-normalised | inhibition, % at 12.6 µM | 0.67% of 350,000 active;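 active = mean inhibition of at least 50% after viability correction, with every replicate also passing that limit; inconclusive = mean reaches 50% but only one of two replicates passes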;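 also: firefly luciferase signal divided by Alamar Blue viability fluorescence both relative to DMSO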
ARNT-TACC3 inh = disruptors of human ARNT/TACC3 interaction; inhibition, % at 9.99 µM; 0.66% of 390,000 active; AlphaScreen His-ARNT PAS-B/GST-TACC3 binding, luminescence; TACC3 fragment carries E629A point mutation; AID 623870;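 active = mean inhibition of replicates at least 50% and at least half of replicates each reaching 50%; inconclusive = half or more replicates reach 50% but mean below 50%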;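 also: 0% = complete ARNT plus TACC3 wells and 100% = ARNT alone without TACC3; many hits fall short of the cut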
CASP6 VEID inh = blocks human caspase-6 cleavage activity. AID 686996. 0.53% of 350,000 active. purified caspase-6, Z-VEID-R110 cleavage fluorescence. inhibition, % at 12.5 µM. P55212;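 active = mean inhibition across replicates at least about 35%, with every replicate also reaching that limit, limit read from the data; inconclusive = only one of the two criteria met; inactive = neither criterion met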;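 also: 0% = median of neutral control wells and 100% = no fluorescence left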
Target sequence (P55212 24-179 limits assumed): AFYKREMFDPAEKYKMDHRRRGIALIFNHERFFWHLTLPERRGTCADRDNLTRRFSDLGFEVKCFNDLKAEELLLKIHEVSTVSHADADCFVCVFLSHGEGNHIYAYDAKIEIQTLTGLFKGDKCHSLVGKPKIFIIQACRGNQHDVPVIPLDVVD
Target sequence (P55212 194-293 limits assumed): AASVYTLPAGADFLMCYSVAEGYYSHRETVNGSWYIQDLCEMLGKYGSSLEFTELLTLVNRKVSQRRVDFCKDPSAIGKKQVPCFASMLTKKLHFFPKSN
DENV2 CPE = DENV2-induced cell death inhibition | DENV2-infected cells, cytopathic effect rescue, plate reader | CPE inhibition, % at 9.99 µM | 1.7% of 350,000 active | AID 651640; in the data active = CPE inhibition above about 20%, passing the limit was not always enough; inconclusive = no clear call, values can overlap the other calls; tested in BHK-21 cells;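 also: 0% = median of neutral control wells and 100% = median of positive control wells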
PAX8 reporter = lowers PAX8-driven luciferase in RMG-I cells; RMG-I TPO-luciferase reporter, SteadyGlo, 24 h; inhibition, % at 12.6 µM; 1.2% of 360,000 active; AID 652154;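 active = mean replicate inhibition at least 60% with every replicate also reaching 60%; inconclusive = only one of the two criteria is met; inactive = mean below 60% and not all replicates reaching 60%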;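 also: luciferase light reporting Pax8 driven TPO promoter activity; plate controls were median of neutral control wells for no effect and mitoxantrone controls for full effect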
SIRT5 inh = blocks human SIRT5 desuccinylation of peptide. 1.1% of 330,000 active. inhibition, % at 15 µM. Purified SirT5, succinyl-peptide AMC, trypsin-coupled fluorescence. Q9NXA8; in the data active = inhibition above about 15%; inconclusive = no clear call, values can overlap the other calls
Target sequence (Q9NXA8 whole entry, looked up): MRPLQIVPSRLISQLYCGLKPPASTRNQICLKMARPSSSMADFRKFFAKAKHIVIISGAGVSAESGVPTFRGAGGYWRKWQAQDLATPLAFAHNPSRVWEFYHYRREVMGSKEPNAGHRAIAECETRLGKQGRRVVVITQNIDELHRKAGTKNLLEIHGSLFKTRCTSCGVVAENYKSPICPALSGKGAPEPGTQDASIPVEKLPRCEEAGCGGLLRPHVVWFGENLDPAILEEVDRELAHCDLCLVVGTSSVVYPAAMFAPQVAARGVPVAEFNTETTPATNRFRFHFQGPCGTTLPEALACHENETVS
* marks the source's active call; other numbers are inactive results; ? = inconclusive; · = no result given; & = joins results of further samples.

SMILES	LGR2 antag	EWS-Fli inh	ARNT-TACC3 inh	CASP6 VEID inh	DENV2 CPE	PAX8 reporter	SIRT5 inh
O=C(O)CSc1c2c(nc3cc(C(=O)N4CCCC4)ccc13)CCCC2	14	-4	19	5	·	-16	3
COc1ccc(-c2nn(-c3ccccc3)cc2CNC(=O)c2cccc([N+](=O)[O-])c2)cc1	6	-3	19	-6	6	-60	-2
Cc1ccc([C@H]2C[C@H](O)[C@@H](n3cc(-c4ccc(F)cc4)nn3)CN2C(=O)C2CCCCC2)cc1	4	-6	·	1	12	20	1
CCOC(=O)c1[nH]c(C)c(C(=O)OCC(=O)NC(C)c2ccc(F)cc2)c1C (stereo not given)	12	54*	3	-1	3	28	-1
CC(OC(=O)c1nc(Cl)ccc1Cl)C(=O)Nc1ccccc1F (stereo not given)	-11	0	0	4	-1	11	-2
Cn1cc(C(=O)Nc2ccc3c(c2)CCC3)cn1	-35	·	19	·	·	-114	·
O=C(COc1ccc(-n2cnnn2)cc1)Nc1cccc(Cl)c1Cl	17	1	·	0	-3	-31	-3
CCCn1nnnc1-c1cc(Cl)cc(Cl)c1	-1	12	-10	-4	·	·	1
O=C(Cn1cc([N+](=O)[O-])cn1)NCCc1c[nH]c2ccccc12	-3	3	-1	2	2	5	-2
O=C1COc2ccc(C(=O)CSc3nc4ccccc4c(=O)n3-c3ccc(Cl)c(Cl)c3)cc2N1	-10	35	-5	-1	1	13	0
COc1ccc(OCCCC(=O)Nc2ncn[nH]2)cc1	-2	5	4	2	-1	9	-1
CCOC(=O)c1cc2c(ccn2C)n1CC(=O)N(C)C	12	-2	-2	0	5	-16	1
CCCNC(=O)C[C@@H]1CC[C@H]2[C@@H](COc3ccc(NC(=O)COC)cc3C(=O)N2C)O1	10	6	1	·	0	-17	·
CN1c2ccc(Br)cc2[C@@H]2[C@@H](CCN2S(=O)(=O)c2cccc(F)c2)[C@@H]1CO	-5	-1	-2	-2	?	10	0
Cc1ccc(S(=O)(=O)Nc2cccc3c2O[C@H](CN(C)C)[C@@H](C)CN([C@H](C)CO)C3=O)cc1	6	-6	1	0	-4	-2	-2
COc1ccc(NC(=O)N(C)C[C@H]2Oc3ccc(NS(=O)(=O)c4cccs4)cc3CC(=O)N([C@@H](C)CO)C[C@@H]2C)cc1	-8	-8	-19	·	-3	-3	·
OC(c1ccccc1)(c1ccccc1)C1CCN(CCCOc2cccc(Cl)c2)CC1	7	16	·	6	2	-8	-5
COc1ccc(-c2nc3c(Cl)cc(C(F)(F)F)cn3c2Cc2cccc(Cl)c2)cc1OC	-8	-16	·	0	8	13	-2
CCCC(=O)Nc1ccc2c(c1)C(=O)N(C)C[C@H](OC)[C@H](C)CN(Cc1ccccn1)[C@@H](C)CO2	-13	-2	-5	0	-2	-4	-8
COc1ccc(/C(N)=N/OC(=O)c2cccs2)cc1	70*	-92	1	-3	-1	-49	2
COc1ccc(C2CC(c3ccc(Br)cc3)=NN2C(=O)c2cccnc2)cc1 (stereo not given)	19	·	15	·	·	-3	·
COc1cccc(S(=O)(=O)N(C)C[C@@H]2Oc3ncc(-c4cccc(F)c4)cc3C(=O)N([C@H](C)CO)C[C@@H]2C)c1	14	-2	-5	-2	0	·	6
Cc1cn(C(C)C)c(=O)n(-c2ccccc2)c1=O	-21	-4	9	0	12	-24	-4
CN1CCN(/N=C/c2ccc(-c3ccccc3)cc2)CC1	3	-82	14	-2	-6	-150	-5
C=CCn1c2ccccc2c2nnc(SCC(N)=O)nc21	2	17	-3	4	-1	21	-4
SMILES	LGR2 antag	EWS-Fli inh	ARNT-TACC3 inh	CASP6 VEID inh	DENV2 CPE	PAX8 reporter	SIRT5 inh
COC(=O)C[C@@H]1CC[C@H]2[C@H](COc3ccc(NS(=O)(=O)c4ccc(C)cc4)cc3C(=O)N2C)O1	13	19	9	-4	-5	1	0
COc1cccc(S(=O)(=O)N2C[C@H](O)COC[C@H]3O[C@@H](CC(=O)N4CCN(c5ccccc5)CC4)CC[C@@H]32)c1	-11	-5	12	0	1	5	0
COc1ccc(NC(=O)CN(C)C(=O)c2cc(S(=O)(=O)N3CCCCCC3)ccc2OC)cc1	10	2	2	-8	-10	13	7
CO[C@@H](CN(C)C(=O)C1CCOCC1)[C@H](C)CN(C(=O)Nc1ccc(F)cc1)[C@H](C)CO	-2	-17	-2	3	-6	·	-4
Cc1c(NC(=O)C(C)Oc2ccccc2F)c(=O)n(-c2ccccc2)n1C (stereo not given)	-3	-21	-6	1	7	5	-3
COC(=O)C(Cc1cccc(C)n1)(c1ccccc1)c1ccccc1	9	10	-10	-2	3	-24	0
CCCCN(C(=O)c1cccs1)c1c(N)n(Cc2ccccc2)c(=O)[nH]c1=O	0	7	-4	1	-8	·	0
C[C@@H]1CCCCO[C@H](CN(C)Cc2ccncc2)[C@@H](C)CN([C@H](C)CO)C(=O)c2cc(NC(=O)Cc3ccccc3)ccc2O1	7	-10	-14	-3	-6	-2	0
O=C(NCC[C@H]1CC[C@H](NC(=O)C2CC2)[C@@H](CO)O1)c1ccc(F)cc1	2	1	5	-5	-6	·	5
COc1ccc(S(=O)(=O)N(C)Cc2ccc3c(c2)OCCO3)cc1	32	9	-1	3	7	-6	-5
Cc1ccc(C)c(S(=O)(=O)N2CCN(C(=O)c3sccc3C)CC2)c1	-2	1	-9	1	5	·	-2
O=C(NC1CCCC1)C(c1ccc(Cl)cc1)N(C(=O)c1csnn1)C1CC1 (stereo not given)	11	·	·	·	4	-13	-7
O=C(/C=C/c1ccccc1)Nc1ccc2c(c1)OCCO2	-31	-10	-7	0	4	-155	-3
COC(=O)CSc1nc(NC(C)C)nc(N(C)C)n1	-21	2	-6	7	6	10	-7
Cc1ccc(-c2nc(Nc3ccc(O)cc3)c3ccccc3n2)cc1	-15	-31	-1	8	4	21	0
CC(=O)Nc1ccc(OCC(=O)Nc2ccc(Cl)c(S(=O)(=O)N3CCOCC3)c2)cc1	5	-1	·	1	-11	7	·
COC(=O)c1ccc2nc(-c3cccc(Br)c3)c(CC3CCCCC3)n2c1	-67	-2	·	-2	-11	9	2
CCc1ccc(CN2CCC(n3nccc3NC(=O)c3ccccc3)CC2)o1	17	3	10	2	-2	2	-1
Cc1ccc(-c2nnn(CC(=O)N(Cc3ccco3)C(C(=O)NC(C)(C)C)c3ccncc3)n2)o1 (stereo not given)	7	-10	-8	-1	0	-13	-1
CC(=O)Nc1ccc(S(=O)(=O)N2CCN(CCC#N)CC2)cc1	-4	0	-3	-2	6	-16	·
COC(=O)C(NC(C)=O)(Nc1sc2c(c1C(N)=O)CCCC2)C(F)(F)F (stereo not given)	-2	3	15	-6	·	·	-6
O=C(NCc1cccnc1)c1ccc2sc([C@H]3C[C@H](O)[C@@H](CO)O3)nc2c1	-3	-8	·	0	-9	9	-2
O=C(N/N=C/C=C/c1cccc([N+](=O)[O-])c1)C(O)c1ccccc1 (stereo not given)	-1	4	-4	3	·	-4	-5
Cc1noc(C)c1NC(=O)Nc1ccc2c(c1)C(=O)N([C@@H](C)CO)C[C@@H](C)[C@H](CN(C)C(=O)Nc1ccc3c(c1)OCO3)OCCCC[C@H](C)O2	-7	3	1	2	5	·	-2
Cc1ccc(S(=O)(=O)N(C)C)cc1-n1c(SCC(=O)Nc2ccc(F)cc2Cl)nc2ccccc2c1=O	-25	·	-4	·	·	19	·

Brought forward from above: 2 compounds, followed by the next part.
SMILES	LGR2 antag	EWS-Fli inh	ARNT-TACC3 inh	CASP6 VEID inh	DENV2 CPE	PAX8 reporter	SIRT5 inh
Cc1noc(C)c1NC(=O)Nc1ccc2c(c1)C(=O)N([C@@H](C)CO)C[C@@H](C)[C@H](CN(C)C(=O)Nc1ccc3c(c1)OCO3)OCCCC[C@H](C)O2	-7	3	1	2	5	·	-2
Cc1ccc(S(=O)(=O)N(C)C)cc1-n1c(SCC(=O)Nc2ccc(F)cc2Cl)nc2ccccc2c1=O	-25	·	-4	·	·	19	·
Cc1nnc2sc(SCc3ccc(Br)cc3)nn2c1=O	-13	3	-7	1	-4	20	-5
COc1ccc(-c2c(C)c3ccc(O)cc3oc2=O)cc1	-41	-28	-1	0	13	-77	-9
O=C(N/N=C/c1cccc(O)c1)c1ccc(COc2ccccc2Br)cc1	16	·	-2	·	·	-10	·
Cc1ccc(S(=O)(=O)N(C)C)cc1NC(=O)C(C)NC(C)c1cccs1 (stereo not given)	5	6	·	-3	0	27	-7
Cc1nc2ccccc2n1CC(=O)OCC(=O)NCc1ccccc1	10	4	-6	0	2	9	0
C[C@H]1CN([C@@H](C)CO)C(=O)c2cccc(NC(=O)Nc3cccc4ccccc34)c2O[C@H]1CN(C)CC1CC1	12	-3	·	3	1	90*	0
O=C(O)c1ccc(/C=N/NC(=O)c2ccc(F)cc2)cc1	2	-14	-3	2	16	-10	2
CC(C)c1onc(C(=O)N2CCN(C(c3ccccc3)c3ccccc3)CC2)c1[N+](=O)[O-]	5	64*	·	0	0	84*	-3
COc1ccc2c3c([nH]c2c1)[C@H](CO)N(C(=O)NC(C)C)CC31CCN(C(=O)NC(C)C)CC1	13	-18	·	1	5	·	2
Cc1ccc(S(=O)(=O)Nc2ccc3c(c2)C(=O)N([C@H](C)CO)C[C@H](C)[C@@H](CN(C)C(=O)Nc2c(C)noc2C)OCCCC[C@H](C)O3)cc1	-8	0	-8	1	-15	-7	-4
CC(=O)Nc1cccc(NC(=O)C2CC(=O)N(c3ccc(C)cc3)C2)c1 (stereo not given)	12	-1	15	2	2	·	-2
C[C@@H]1CN([C@@H](C)CO)C(=O)c2cc(NS(=O)(=O)c3ccc(F)cc3)ccc2O[C@@H]1CN(C)S(=O)(=O)c1cccs1	5	2	7	0	28*	25	3
Cc1noc(C)c1S(=O)(=O)N(C)C[C@@H]1Oc2c(NC(=O)C3CCOCC3)cccc2C(=O)N([C@H](C)CO)C[C@@H]1C	-5	0	·	·	·	-6	·
Nc1ncnc2c1ncn2[C@@H]1O[C@H](C(=O)N(CCC2=CCCCC2)CC2CC2)[C@@H](O)[C@H]1O	-12	-2	·	3	-2	-17	-6
CCOC(=O)N1CCC(NC(=O)C2CCN(S(=O)(=O)c3ccc4c(c3)oc(=O)n4C)CC2)CC1	-38	11	-3	-2	4	20	5
CC1OC(C(C)(C)C)Cc2[nH][nH]c(=O)c21 (stereo not given)	3	5	·	-2	10	12	3
CC(C)COC(=O)N(C)C[C@H]1OCc2ccccc2-c2ccccc2C(=O)N([C@@H](C)CO)C[C@H]1C	-11	4	-10	4	-4	0	-2
O=C(C[C@H]1C=C[C@H](NS(=O)(=O)c2cccc(F)c2)[C@@H](CO)O1)N1CCCCC1	18	5	·	2	4	-1	-1
CC(Sc1nncn1C)C(=O)NCCC1=CCCCC1 (stereo not given)	·	-7	-9	-5	4	·	0
CCn1c(=O)c2c(nc3n2CCCN3CCc2ccc(OC)c(OC)c2)n(C)c1=O	-18	0	14	1	-5	8	2
CC1=NN(C(=O)c2cc(C)nn2C)C(O)(C(F)(F)F)C1 (stereo not given)	6	4	-3	1	-1	23	0
COC(=O)C[C@H]1C[C@H]2c3cc(NS(=O)(=O)c4ccccc4)ccc3O[C@H]2[C@@H](CO)O1	-8	2	-7	·	18	-16	·
CN(C)CC(=O)Nc1ccc2c(c1)[C@@H]1C[C@@H](CC(=O)NC3CCCC3)O[C@H](CO)[C@@H]1O2	-3	-10	-8	-2	16	0	3
CCCN1CCN(C(=O)CCn2c(=O)c3cccn3c3cccnc32)CC1	-1	·	·	-9	?	15	-4
CO[C@H]1CN(C)C(=O)c2cc(NC(=O)c3ccccc3)ccc2OC[C@@H](C)N(CC2CC2)C[C@H]1C	7	-9	-1	·	·	-10	·
COC(=O)Nc1ccc(S(=O)(=O)N2CCCC(C(=O)N3CCC(C)CC3)C2)cc1 (stereo not given)	-6	6	1	3	1	11	-3
COc1ccc(C#Cc2ccc3c(c2)[C@]2(C(=O)N3)[C@H](c3ccc(OCCO)cc3)N3[C@H](c4ccccc4)[C@H](c4ccccc4)OC(=O)[C@H]3[C@@H]2C(N)=O)cc1	·	13	-2	-2	12	73*	0
C[C@H](CO)N1C[C@H](C)[C@@H](CN(C)C)Oc2c(NS(=O)(=O)c3cn(C)cn3)cccc2C1=O	5&-3	-1&-3	2&2	-1&3	4&-7	0&-7	8&-11
